Compound activity from PubChem BioAssay.
MEKK2wt PB1 HTS = raises or lowers MEK5 binding to wildtype human MEKK2 PB1 domain; Q9Y2U5; bead flow cytometry, Alexa488-MEK5 binding to MEKK2 WT; actives lie on both sides; binding response (% of control), % at 10 µM; 290,000 tested, 1.1% active; AID 1531; in the data active = binding response below about 67% or above about 130%
V1aR counter = V1a receptor agonism, counter-screen for OXTR agonists; 320,000 tested, 0.25% active; CHO-V1R cells, Fluo-8 calcium fluorescence, agonist mode; 0% DMSO, 100% 3 nM vasopressin; P37288; AID 2797; activation, % at 3 µM;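 active = activation above the mean activation of all tested compounds plus 3 SD, per screening run, cut at about 20% in these data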;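 also: signal is peak over basal fluorescence ratio across a 100 second FLIPR read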
Target sequence (P37288 whole entry, looked up): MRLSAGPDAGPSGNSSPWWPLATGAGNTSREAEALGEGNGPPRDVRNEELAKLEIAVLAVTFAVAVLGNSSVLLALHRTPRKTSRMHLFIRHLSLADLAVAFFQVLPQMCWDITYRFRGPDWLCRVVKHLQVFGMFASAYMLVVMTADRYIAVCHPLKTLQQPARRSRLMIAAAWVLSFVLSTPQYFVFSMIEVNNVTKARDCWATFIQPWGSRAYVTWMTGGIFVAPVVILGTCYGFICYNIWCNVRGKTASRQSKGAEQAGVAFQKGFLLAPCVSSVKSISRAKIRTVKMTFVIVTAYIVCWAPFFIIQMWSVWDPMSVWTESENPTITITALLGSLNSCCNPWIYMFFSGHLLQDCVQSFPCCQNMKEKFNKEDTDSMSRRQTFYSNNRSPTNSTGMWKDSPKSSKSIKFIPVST
OXTR ag = activates the human oxytocin receptor. P30559. 320,000 tested, 0.32% active. activation, % at 3 µM. CHO-OTR cells, Fluo-8 calcium fluorescence; normalized: DMSO 0%, oxytocin 100%;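 active = activation above the mean of all tested compounds plus 3 SD, cutoff set per screening run, cut at about 20% in these data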;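 also: peak over basal fluorescence ratio from a 100 s FLIPR kinetic read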
NALP1 yeast inh = NALP1 inhibition; inhibition, % at 10 µM; S. cerevisiae NALP1/ASC/caspase-1 growth, X-gal OD620, 72 h; AID 2071; 280,000 tested, 0.61% active; in the data active = inhibition mostly above about 24%, no sharp cut-off; inactive = mostly below about 32%; also: some compounds called inactive have numbers as strong as hits
OXTR potentiator = human OXTR potentiation; activation, % at 3 µM; 320,000 tested, 0.061% active; AID 2445; P30559; CHO-OTR cells, Fluo-8 calcium fluorescence, potentiator mode; 0% = oxytocin EC15, 100% = EC100;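 active = activation above that plate's cutoff, the mean activation of tested compounds plus 3 SD, cut at about 6.6% in these data, passing the limit was not always enough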;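 also: 100% uses oxytocin at 75 nM as the full agonist control; some results filed as inactive read as strong as hits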
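Assay system: CHO cell line stably expressing human OTR. Reagent: EC15 oxytocin agonist. Dosing: single dose, 3.0 µM nominal final compound concentration. Timing: compound 6 min at room temperature before oxytocin, 100 s read. Signal: kinetic Fluo-8 calcium fluorescence. Controls: oxytocin EC15 low and EC100 high.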
GalR3 antag = antagonists of human GalR3; inhibition, % at 3 µM; 360,000 tested, 0.44% active; AID 651719; HEK293 GalR3-CNG cAMP membrane potential fluorescence; galR3 body fused to GalR1 C-terminus; O60755;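 active = inhibition above the screen-wide average plus 3 SD, cut at about 13% in these data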;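 also: forskolin and galanin both at EC90 stimulate the cells; cAMP rise reported by CNG channel membrane potential dye signal; 0% = forskolin plus galanin with DMSO and 100% = forskolin alone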
Target sequence (O60755 1-299 limits assumed): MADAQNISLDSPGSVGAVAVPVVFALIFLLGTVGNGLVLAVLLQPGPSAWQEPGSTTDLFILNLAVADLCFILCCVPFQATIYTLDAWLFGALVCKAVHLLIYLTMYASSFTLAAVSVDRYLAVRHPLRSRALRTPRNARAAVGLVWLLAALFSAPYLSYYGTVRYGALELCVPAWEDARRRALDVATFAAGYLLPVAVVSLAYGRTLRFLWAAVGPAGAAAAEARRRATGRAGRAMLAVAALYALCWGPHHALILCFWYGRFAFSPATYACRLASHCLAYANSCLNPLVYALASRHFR
MEKK2 mut-MEK5 = signal of MEK5 binding to mutant human MEKK2 PB1 domain. bead flow cytometry, Alexa488-MEK5 binding to MEKK2 mutant. percent response, % at 10 µM. 290,000 tested, 0.35% active. AID 1530; in the data active = percent response above about 24%, passing the limit was not always enough; also: inactives centre near 1; some results filed as inactive read as strong as hits
GPR7 antag = blocks human GPR7 receptor signaling. P48145. GPR7-expressing cells, fluorescence antagonist assay. inhibition, % at 4.4 µM. 290,000 tested, 1.1% active; in the data active = inhibition above about 16%, passing the limit was not always enough;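 also: cells stimulated with the agonist NPW; 0% = agonist with vehicle and 100% = vehicle without agonist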
Target sequence (P48145 whole entry, looked up): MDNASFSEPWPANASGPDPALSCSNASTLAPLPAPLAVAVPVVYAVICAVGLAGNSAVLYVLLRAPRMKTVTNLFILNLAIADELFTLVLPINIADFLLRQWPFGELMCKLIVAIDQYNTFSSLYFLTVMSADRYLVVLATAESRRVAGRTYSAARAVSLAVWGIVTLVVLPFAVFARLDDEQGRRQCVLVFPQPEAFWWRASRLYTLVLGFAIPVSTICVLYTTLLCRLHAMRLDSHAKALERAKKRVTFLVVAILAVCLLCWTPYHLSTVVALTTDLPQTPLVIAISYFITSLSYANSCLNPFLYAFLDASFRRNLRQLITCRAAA
M18AAP inhibitor = blocks P. falciparum M18 aspartyl aminopeptidase. recombinant PfM18AAP, H-Glu-NHMec fluorogenic cleavage. inhibition, % at 7.35 µM. 290,000 tested, 1.2% active;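 active = inhibition above the campaign mean inhibition over all tested compounds plus 3 SD, cut at about 28% in these data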;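 also: 0% = plate median of test compound wells and 100% = 2 mM ZnCl2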
* hit, by the source's call. Compounds as they come (roughly 4.1% active in at least one column).

For Cc1ccc(S(=O)(=O)NC2=NCN(CCc3ccccc3)CN2)cc1 the results were MEKK2wt PB1 HTS 97, V1aR counter -0.5, OXTR ag 0.4, NALP1 yeast inh 13, OXTR potentiator -12, GalR3 antag 0, MEKK2 mut-MEK5 0, GPR7 antag -9 and M18AAP inhibitor -1.
`C[C@@H]1C(=O)O[C@H](C)[C@H]1C[C@@H](O)[C@](C)(O)C1CC[C@@]2(O)C3=CC(=O)[C@@H]4C[C@@H](O)[C@@H](O)C[C@]4(C)C3CC[C@]12C` (some centres not stated) gave V1aR counter 0.9, OXTR ag 0.7, OXTR potentiator -2 and GalR3 antag -5.
For CCN(CC)CCN1C(=O)C(=O)/C(=C(/O)c2ccc(S(=O)(=O)N3CCOCC3)cc2)C1c1ccc(C(C)(C)C)cc1 (configuration not stated) the results were MEKK2wt PB1 HTS 99, V1aR counter 0.0, OXTR ag 0.4, NALP1 yeast inh -12, OXTR potentiator -1, MEKK2 mut-MEK5 0, GPR7 antag -8 and M18AAP inhibitor 4.
Screening CN(C)CCCN(C(=O)c1ccc(C(=O)c2ccccc2)cc1)c1nc2c(F)cccc2s1 returned MEKK2wt PB1 HTS 143*, V1aR counter 4.4, OXTR ag 4.1, NALP1 yeast inh 28, OXTR potentiator -8, GalR3 antag -9, MEKK2 mut-MEK5 13, GPR7 antag -1 and M18AAP inhibitor -8.
`O=C(O)C1C2CCC(O2)C1C(=O)Nc1cccc(Cl)c1` (configuration not stated) gave MEKK2wt PB1 HTS 105, V1aR counter -0.1, OXTR ag 0.7, NALP1 yeast inh 17, OXTR potentiator 8, GalR3 antag -10, MEKK2 mut-MEK5 3, GPR7 antag -7 and M18AAP inhibitor 5.
CCOc1cc(C)c(Cl)cc1S(=O)(=O)N(CC)CC was read as MEKK2wt PB1 HTS 105, V1aR counter -1.1, OXTR ag -2.9, NALP1 yeast inh 23, OXTR potentiator -5, GalR3 antag -2, MEKK2 mut-MEK5 11, GPR7 antag -2 and M18AAP inhibitor 0.
For COc1cccc(CN(CC(=O)NCC2CCCO2)C(=O)CNS(=O)(=O)c2ccccc2)c1 (configuration not stated) the results were MEKK2wt PB1 HTS 99, V1aR counter 0.1, OXTR ag -0.7, OXTR potentiator -4, GalR3 antag -6, MEKK2 mut-MEK5 2, GPR7 antag -8 and M18AAP inhibitor -2.
Screening CCCOc1ccc(-c2c(C(=O)N/N=C/c3cccs3)nnn2-c2nonc2N)cc1 returned MEKK2wt PB1 HTS 91, V1aR counter 3.6, OXTR ag 0.8, NALP1 yeast inh -3, OXTR potentiator 6, MEKK2 mut-MEK5 4, GPR7 antag -29 and M18AAP inhibitor 2.
Screening O=C(CCCn1cc([N+](=O)[O-])cn1)NC1CCCCCC1 returned MEKK2wt PB1 HTS 109, V1aR counter 1.4, OXTR ag 1.3, NALP1 yeast inh 4, OXTR potentiator 4, GalR3 antag 2, MEKK2 mut-MEK5 0, GPR7 antag 1 and M18AAP inhibitor 1.
CCOc1ccc(NC(=O)COC(=O)c2c(OC)cccc2OC)cc1 was read as MEKK2wt PB1 HTS 102, V1aR counter 0.6, OXTR ag -1.5, NALP1 yeast inh 23, OXTR potentiator -3, GalR3 antag -11, MEKK2 mut-MEK5 -2, GPR7 antag -9 and M18AAP inhibitor -13.
`COc1ccc(OC)c(-n2c(-c3ccc(S(C)(=O)=O)cc3)cc(C=O)c2C)c1` gave MEKK2wt PB1 HTS 101, V1aR counter -0.3, OXTR ag -0.9, NALP1 yeast inh -18, OXTR potentiator -12, GalR3 antag 3, MEKK2 mut-MEK5 1, GPR7 antag -2 and M18AAP inhibitor 0.
For COCCn1c(SCC(=O)c2ccc3c(c2)OCCO3)nnc1-c1ccoc1C the results were MEKK2wt PB1 HTS 94, V1aR counter -0.8, OXTR ag -0.4, NALP1 yeast inh -1, OXTR potentiator -16, GalR3 antag 1, MEKK2 mut-MEK5 0, GPR7 antag -6 and M18AAP inhibitor -3.

2 compounds drawn at random from the list so far, as already listed:
`C[C@@H]1C(=O)O[C@H](C)[C@H]1C[C@@H](O)[C@](C)(O)C1CC[C@@]2(O)C3=CC(=O)[C@@H]4C[C@@H](O)[C@@H](O)C[C@]4(C)C3CC[C@]12C` (some centres not stated) gave V1aR counter 0.9, OXTR ag 0.7, OXTR potentiator -2 and GalR3 antag -5.
CCOc1cc(C)c(Cl)cc1S(=O)(=O)N(CC)CC was read as MEKK2wt PB1 HTS 105, V1aR counter -1.1, OXTR ag -2.9, NALP1 yeast inh 23, OXTR potentiator -5, GalR3 antag -2, MEKK2 mut-MEK5 11, GPR7 antag -2 and M18AAP inhibitor 0.

6 compounds out of the list, ordered by molar mass, largest number first.
`C[C@@H]1C(=O)O[C@H](C)[C@H]1C[C@@H](O)[C@](C)(O)C1CC[C@@]2(O)C3=CC(=O)[C@@H]4C[C@@H](O)[C@@H](O)C[C@]4(C)C3CC[C@]12C` (some centres not stated) gave V1aR counter 0.9, OXTR ag 0.7, OXTR potentiator -2 and GalR3 antag -5.
Screening CN(C)CCCN(C(=O)c1ccc(C(=O)c2ccccc2)cc1)c1nc2c(F)cccc2s1 returned MEKK2wt PB1 HTS 143*, V1aR counter 4.4, OXTR ag 4.1, NALP1 yeast inh 28, OXTR potentiator -8, GalR3 antag -9, MEKK2 mut-MEK5 13, GPR7 antag -1 and M18AAP inhibitor -8.
For COCCn1c(SCC(=O)c2ccc3c(c2)OCCO3)nnc1-c1ccoc1C the results were MEKK2wt PB1 HTS 94, V1aR counter -0.8, OXTR ag -0.4, NALP1 yeast inh -1, OXTR potentiator -16, GalR3 antag 1, MEKK2 mut-MEK5 0, GPR7 antag -6 and M18AAP inhibitor -3.
For Cc1ccc(S(=O)(=O)NC2=NCN(CCc3ccccc3)CN2)cc1 the results were MEKK2wt PB1 HTS 97, V1aR counter -0.5, OXTR ag 0.4, NALP1 yeast inh 13, OXTR potentiator -12, GalR3 antag 0, MEKK2 mut-MEK5 0, GPR7 antag -9 and M18AAP inhibitor -1.
`O=C(O)C1C2CCC(O2)C1C(=O)Nc1cccc(Cl)c1` (configuration not stated) gave MEKK2wt PB1 HTS 105, V1aR counter -0.1, OXTR ag 0.7, NALP1 yeast inh 17, OXTR potentiator 8, GalR3 antag -10, MEKK2 mut-MEK5 3, GPR7 antag -7 and M18AAP inhibitor 5.
Screening O=C(CCCn1cc([N+](=O)[O-])cn1)NC1CCCCCC1 returned MEKK2wt PB1 HTS 109, V1aR counter 1.4, OXTR ag 1.3, NALP1 yeast inh 4, OXTR potentiator 4, GalR3 antag 2, MEKK2 mut-MEK5 0, GPR7 antag 1 and M18AAP inhibitor 1.

Next section
Screening CCCCN(CC)CCNC(=O)c1cc2cc3ccc(Cl)cc3nc2o1 returned MEKK2wt PB1 HTS 112, V1aR counter 2.8, OXTR ag -0.7, NALP1 yeast inh 14, OXTR potentiator -8, GalR3 antag -11, MEKK2 mut-MEK5 12, GPR7 antag -3 and M18AAP inhibitor -1.
`O=C(c1ccccc1-c1nc(-c2ccccc2)no1)N1CCCC1` gave MEKK2wt PB1 HTS 108, V1aR counter -0.7, OXTR ag -1.6, NALP1 yeast inh -6, OXTR potentiator -10, GalR3 antag -5, MEKK2 mut-MEK5 2, GPR7 antag -6 and M18AAP inhibitor 5.
CCOC(=O)CSc1n[nH]c(=O)n1CCc1ccccc1 was read as MEKK2wt PB1 HTS 106, V1aR counter 1.1, OXTR ag 0.2, NALP1 yeast inh -6, OXTR potentiator -15, GalR3 antag -5, MEKK2 mut-MEK5 2, GPR7 antag 12 and M18AAP inhibitor -4.
Screening COC(=O)NCC(C)OC(=O)Nc1cccc(Cl)c1 (configuration not stated) returned MEKK2wt PB1 HTS 103, V1aR counter 1.4, OXTR ag 1.7, NALP1 yeast inh 18, OXTR potentiator -4, GalR3 antag -1, MEKK2 mut-MEK5 1, GPR7 antag 9 and M18AAP inhibitor -13.
For O=C(c1ccccn1)N1CCN(S(=O)(=O)c2ccc(F)cc2)CC1 the results were MEKK2wt PB1 HTS 82, V1aR counter -0.3, OXTR ag -0.1, NALP1 yeast inh 14, OXTR potentiator -11, GalR3 antag -2, MEKK2 mut-MEK5 -13, GPR7 antag -10 and M18AAP inhibitor 4.
For C(=N\Nc1ccccn1)/c1ccc2c(c1)OCCO2 the results were MEKK2wt PB1 HTS 79, V1aR counter -0.6, OXTR ag -1.8, NALP1 yeast inh 13, OXTR potentiator -11, GalR3 antag -3, MEKK2 mut-MEK5 -14, GPR7 antag -10 and M18AAP inhibitor 1.
Screening Cc1ccc(S(=O)(=O)N2CC(C(=O)O)=CC[C@H]2c2ccc(Cl)cc2)cc1 returned V1aR counter 1.8, OXTR ag 0.2, OXTR potentiator -22 and GalR3 antag 1.
Screening CCCCn1c(CCCNC(=O)c2ccco2)nc2ccccc21 returned MEKK2wt PB1 HTS 105, V1aR counter -1.0, OXTR ag -0.7, NALP1 yeast inh 2, OXTR potentiator -2, GalR3 antag -3, MEKK2 mut-MEK5 4, GPR7 antag -7 and M18AAP inhibitor 3.
`CN(Cc1ccccc1)C(=S)NC(=O)c1ccc(-c2ccccc2)cc1` gave MEKK2wt PB1 HTS 111, V1aR counter 0.8, OXTR ag -1.2, NALP1 yeast inh 4, OXTR potentiator -10, GalR3 antag -9, MEKK2 mut-MEK5 13, GPR7 antag 1 and M18AAP inhibitor -5.
CCC1CCCN1Cn1cnc2c([nH]c3ccc(OC)cc32)c1=O (configuration not stated) was read as MEKK2wt PB1 HTS 103, V1aR counter -1.1, OXTR ag -0.8, OXTR potentiator -5, GalR3 antag -3, MEKK2 mut-MEK5 6, GPR7 antag -5 and M18AAP inhibitor -3.
`O=C(C1=C[C@@H](c2ccc(Br)cc2)C[C@@H](OCCCCO)O1)N1CCN(Cc2ccc3c(c2)OCO3)CC1` gave MEKK2wt PB1 HTS 98, V1aR counter 0.4, OXTR ag 0.7, NALP1 yeast inh 13, OXTR potentiator -12, GalR3 antag -6, MEKK2 mut-MEK5 3, GPR7 antag 4 and M18AAP inhibitor 4.
Screening CCCCOC(=O)c1cc(=O)[nH]c2ccc(C)cc12 returned MEKK2wt PB1 HTS 105, V1aR counter -1.8, OXTR ag -2.6, NALP1 yeast inh 8, OXTR potentiator -11, GalR3 antag -8, MEKK2 mut-MEK5 3, GPR7 antag -4 and M18AAP inhibitor 0.
Cc1cccc(CC2S/C(=N/N=C/c3ccco3)NC2=O)c1 (configuration not stated) was read as MEKK2wt PB1 HTS 73, V1aR counter -0.6, OXTR ag -1.4, NALP1 yeast inh -8, OXTR potentiator -8, GalR3 antag 1, MEKK2 mut-MEK5 -12, GPR7 antag 9 and M18AAP inhibitor -8.
COc1ccc(C(=O)C/C(=C\C(=O)c2ccc(C)cc2)c2ccccc2)cc1 was read as MEKK2wt PB1 HTS 96, V1aR counter 3.5, OXTR ag 2.3, NALP1 yeast inh -2, OXTR potentiator -8, GalR3 antag -4, MEKK2 mut-MEK5 -3, GPR7 antag 6 and M18AAP inhibitor 2.
